SRC3 inh = SRC3 coactivator transcriptional activity inhibitors, primary screen, cell-based, luminescence; Nuclear receptor coactivator 3 (Homo sapiens), Q9Y6Q9; HEK293 GAL4-SRC3 luciferase reporter; inhibition, % at 3.6 µM; 360,000 tested, 0.17% active;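 active means inhibition above a per-campaign cutoff, the mean of all compounds plus 3 SD, cut at about 60% in these data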;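 further: 0% = DMSO-treated cells and 100% = gossypol-treated cells at 36 µM; higher means less SRC3-driven luciferase light from the GAL4 reporter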
NCOA2 inhibitor = inhibition of GAL4-SRC2 driven luciferase reporter, primary screen, SRC2 inhibitor project, cell-based, luminescence. HEK293 GAL4-SRC2 luciferase reporter. inhibition, % at 9 µM. AID 651957, 2012. 370,000 tested, 0.17% active. Nuclear receptor coactivator 2 (Homo sapiens), Q15596;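 active means inhibition above the mean inhibition of all tested compounds plus 3 SD, set per campaign, cut at about 52% in these data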;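 further: 0% = DMSO treated cells and 100% = cells given Gossypol at 36 µM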
TLR9-MyD88 block = inhibitors of TLR9-MyD88 association in cells, primary screen, cell-based, CHO, BLA complementation, fluorescence; Toll-like receptor 9 (Homo sapiens) + Myeloid differentiation primary response protein …; CCF4 FRET ratio; inhibition, % at 4.98 µM; 340,000 tested, 0.21% active;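 active means inhibition above the mean over all tested compounds plus 3 SD, cut at about 21% in these data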;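 further: 0% = DMSO only wells and 100% = clavulanate BLA inhibitor control wells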
Target sequence (Q99836 whole entry, looked up): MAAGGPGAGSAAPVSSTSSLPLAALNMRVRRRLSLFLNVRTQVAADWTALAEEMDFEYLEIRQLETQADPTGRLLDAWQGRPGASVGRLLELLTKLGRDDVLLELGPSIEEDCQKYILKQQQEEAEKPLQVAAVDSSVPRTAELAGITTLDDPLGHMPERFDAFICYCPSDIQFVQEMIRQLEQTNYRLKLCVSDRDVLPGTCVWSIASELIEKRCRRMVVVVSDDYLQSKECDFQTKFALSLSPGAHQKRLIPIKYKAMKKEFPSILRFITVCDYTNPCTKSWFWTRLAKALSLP
Target sequence (Q9NR96 whole entry, looked up): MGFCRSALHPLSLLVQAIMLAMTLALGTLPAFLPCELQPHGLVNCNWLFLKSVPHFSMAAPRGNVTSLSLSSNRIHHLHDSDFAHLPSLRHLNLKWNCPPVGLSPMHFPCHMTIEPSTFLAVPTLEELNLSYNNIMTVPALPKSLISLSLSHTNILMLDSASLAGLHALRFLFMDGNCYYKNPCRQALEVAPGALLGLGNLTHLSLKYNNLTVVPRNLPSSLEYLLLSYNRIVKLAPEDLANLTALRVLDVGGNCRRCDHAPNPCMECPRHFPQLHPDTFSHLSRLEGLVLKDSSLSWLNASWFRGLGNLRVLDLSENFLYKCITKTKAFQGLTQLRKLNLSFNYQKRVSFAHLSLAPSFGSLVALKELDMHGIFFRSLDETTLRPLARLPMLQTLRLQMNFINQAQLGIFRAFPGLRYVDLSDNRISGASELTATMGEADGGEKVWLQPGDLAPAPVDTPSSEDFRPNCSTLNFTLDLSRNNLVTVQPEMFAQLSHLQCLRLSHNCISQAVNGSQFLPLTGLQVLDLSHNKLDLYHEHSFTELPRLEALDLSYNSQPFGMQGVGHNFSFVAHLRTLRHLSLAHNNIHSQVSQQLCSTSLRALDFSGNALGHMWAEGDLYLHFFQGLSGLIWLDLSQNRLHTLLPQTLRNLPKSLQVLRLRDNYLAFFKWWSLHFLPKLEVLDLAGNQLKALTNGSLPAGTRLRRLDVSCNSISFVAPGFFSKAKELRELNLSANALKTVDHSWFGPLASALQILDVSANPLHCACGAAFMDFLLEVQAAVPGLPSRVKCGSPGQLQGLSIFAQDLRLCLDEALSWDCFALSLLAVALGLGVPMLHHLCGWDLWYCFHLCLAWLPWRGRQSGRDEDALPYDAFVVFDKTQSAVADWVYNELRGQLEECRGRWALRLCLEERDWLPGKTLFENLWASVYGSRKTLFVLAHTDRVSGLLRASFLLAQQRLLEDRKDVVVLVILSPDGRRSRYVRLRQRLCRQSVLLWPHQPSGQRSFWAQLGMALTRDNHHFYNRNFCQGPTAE
TROY NFkB inh = inhibitors of TROY-driven NF-kB signaling, primary screen, Q293 LMP1-TROYcd cells, NF-kB luciferase, uHTS; AID 1347056, 2019; 360,000 tested, 0.98% active; Q293 LMP1-TROYcd NF-kB luciferase reporter, 4 h; inhibition, % at 10 µM;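 active means compounds whose plate-normalised and pattern-corrected inhibition of the luciferase reporter signal at the single screening dose is 50% or more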
SRC1 inh = SRC1 coactivator transcriptional activity inhibitors, primary screen, cell-based, luminescence; inhibition, % at 3.6 µM; AID 588354, 2011; 360,000 tested, 0.12% active; Nuclear receptor coactivator 1 (Homo sapiens), Q15788; HEK293 GAL4-SRC1 luciferase reporter;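 active means inhibition above the campaign mean plus 3 SD, with each screening campaign given its own cutoff, cut at about 60% in these data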;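 further: 0% = DMSO treated cells and 100% = gossypol at 36 µM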
C8 TRAIL sens = viability loss with TRAIL in NB7+C8 cells, primary screen, TRAIL sensitizer project, cell-based, ATPlite luminescence; AID 624354, 2012; 360,000 tested, 1% active; inhibition (viability loss, TRAIL sensitization), % at 10 µM;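 active means compounds causing at least 50% loss of cell viability in the single-dose screen, relative to plate controls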
LRH-1 inv ag = LRH-1 (NR5A2) inverse agonists, primary screen, cell-based, luminescence, HEK293T, StAR-luciferase reporter; Nuclear receptor subfamily 5 group A member 2 (Homo sapiens), O00482; LRH-1 transfected, 24 h; inhibition, % at 3.6 µM; 360,000 tested, 0.13% active;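 active means inhibition above the mean inhibition of all tested compounds plus 3 SD, cut at about 73% in these data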;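 further: 0% = DMSO wells and 100% = reporter-only cells lacking LRH-1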
TWEAK-Fn14 inh = inhibitors of TWEAK-Fn14 signaling, primary screen, luciferase reporter cells, uHTS. AID 1159606, 2016. 360,000 tested, 2% active. inhibition, % at 10 µM. TWEAK-stimulated Fn14 reporter cells, luciferase luminescence, 8 h; in the data active means inhibition above about 50%
EBV LMP1 NFkB = EBV LMP1-driven NF-kappaB luciferase reporter inhibitors, primary screen, cell-based, luminescence, single point | LMP1-induced NF-kappaB luciferase reporter cells | inhibition, % at 12.5 µM | 350,000 tested, 0.69% active; in the data active means inhibition above about 41%; inconclusive means no clear call, values can overlap the other calls;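 further: 0% = neutral control wells and 100% = reference inhibitor control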
COUP-TFII inh = NR2F2 transcriptional activity inhibitors, primary screen, cell-based, luciferase reporter, HEK293T, luminescence; COUP transcription factor 2 (Homo sapiens), P24468; HEK293T NGFI-A luciferase reporter; inhibition, % at 8.6 µM; 370,000 tested, 0.7% active; AID 686940, 2013;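 active means inhibition above a per-plate cutoff, mean inhibition of test wells between control levels plus 3 SD, cut at about 38% in these data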;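 further: cells cotransfected with COUP-TFII expression vector driving the NGFI-A reporter; 0% = median of COUP-TF2 test wells and 100% = reporter-only cells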
NOD2 RIPK2 PPI = NOD2-RIPK2 binding disruptors in cells, primary screen, fluorescence, CHO cells, BLA complementation; Receptor-interacting serine/threonine-protein kinase 2 (Homo sapiens), O43353; CCF4 ratio; inhibition, % at 4.98 µM; 360,000 tested, 0.38% active; AID 624267, 2012; in the data active means inhibition above about 21%;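 further: 0% = vehicle only and 100% = reference blocker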
* hit, by the source's call; ? = inconclusive; . = no result given.

SMILES | SRC3 inh | NCOA2 inhibitor | TLR9-MyD88 block | TROY NFkB inh | SRC1 inh | C8 TRAIL sens | LRH-1 inv ag | TWEAK-Fn14 inh | EBV LMP1 NFkB | COUP-TFII inh | NOD2 RIPK2 PPI
COC(=O)c1ccc(N=Cc2c(C(F)(F)F)[nH]n(C)c2=O)cc1 | -4 | -3 | -2 | -5 | -5 | -8 | 0 | 6 | -2 | 10 | -13
Cc1cccc(NC(=O)c2nc[nH]c2C(=O)Nc2cc(Br)ccc2F)c1 | 15 | -15 | 10 | -13 | -23 | 32 | 22 | -16 | -11 | 0 | -7
Clc1ccc(-c2nnc3cccc(Cl)n23)c(Cl)c1 | 5 | 7 | -9 | -3 | 11 | -18 | 24 | -6 | 0 | -9 | -4
O=C(NC1CCCCC1)N1CCN(C(=O)c2ccco2)CC1 | -18 | 25 | 4 | -78 | 3 | -4 | -4 | -8 | 0 | -13 | 0
Cc1ccc(NC2=CC(=O)CC(C)(C)C2)cc1C | -1 | -7 | -1 | -26 | 1 | -5 | 5 | -12 | 4 | 8 | 1
c1cn(CCCNc2ncnc3sc4c(c23)CCC4)cn1 | 19 | 19 | 1 | 13 | -33 | 8 | 3 | 12 | 3 | -4 | 3
C/C(=N\NC(=O)C1COc2ccccc2O1)c1cccs1 (stereo not drawn) | 10 | 8 | -3 | -5 | -4 | 3 | 10 | -7 | 8 | 0 | 7
CC(=O)c1ccc(N=Cc2c(O)n(-c3cc(Cl)ccc3N3CCOCC3)c(=O)c3ccccc23)cc1 | -15 | -11 | 4 | -10 | -13 | -11 | -1 | 8 | 10 | 16 | 17
O=c1c2ccccc2ncn1-c1ccccc1C(F)(F)F | -18 | 6 | -3 | 3 | -2 | 1 | -14 | -6 | -6 | 1 | 7
Cc1ccc2c(C)c(C(=O)N3CCN(c4ccncc4)CC3)oc2c1C | 2 | 7 | -9 | 6 | 2 | -5 | 5 | 4 | -7 | -8 | 0
Cc1ccc(CSCC(=O)N2CCN(c3ccccc3)CC2)cc1 | 18 | -2 | 5 | 1 | -10 | 2 | -8 | -1 | 9 | 11 | -3
N#C/C(=C/c1cn(-c2ccccc2)nc1-c1cccc(S(=O)(=O)N2CCOCC2)c1)C(=O)NCc1ccco1 | 7 | -24 | -4 | -11 | 1 | 17 | -7 | -44 | 2 | 17 | -4
CC(=O)Nc1ccc(S(=O)(=O)N2CCN(c3ncccn3)CC2)cc1 | -7 | -22 | -4 | 9 | 2 | -7 | -12 | 4 | 13 | 11 | 6
CC(C)c1cccc(-c2csc(C(O)c3ccco3)n2)c1 (stereo not drawn) | -41 | -53 | . | -45 | -32 | -18 | -26 | -4 | . | -10 | 5
O=C(NC(=S)Nc1ccc2[nH]c(=O)[nH]c2c1)c1cncc(Br)c1 | 2 | 12 | 4 | 6 | -1 | -12 | 3 | 1 | -1 | 0 | 2
CCc1cc(=O)oc2cc(OC(C)C(=O)O)c(Cl)cc12 (stereo not drawn) | -7 | -39 | -12 | 12 | -3 | 21 | 0 | -16 | -3 | 8 | -1
CCOC(=O)c1ccc(N2C(=O)CC(Sc3nc(C)cc(C)n3)C2=O)cc1 (stereo not drawn) | -1 | -5 | -5 | 22 | 3 | -6 | 8 | -15 | -4 | 7 | -8
CC(C)Oc1cccc(C(=O)C2CCCN(C(=O)c3ccoc3)C2)c1 (stereo not drawn) | -6 | 13 | 6 | -24 | -1 | -3 | 11 | -14 | 3 | 10 | -6
CCc1ccccc1NC(=O)CC(O)(C(=O)OC)C(F)(F)F (stereo not drawn) | -2 | -4 | -7 | 7 | 4 | -25 | -13 | -6 | -10 | 5 | 4
Oc1ccc(C[C@@H]2CNCCN2CCc2cc(C(F)(F)F)cc(C(F)(F)F)c2)cc1 | 11 | 0 | -6 | 1 | 13 | 18 | -8 | -3 | -10 | 1 | 1
CC1CC(OCC(O)CN2CCOCC2)CC(C)(C)C1 (stereo not drawn) | 15 | 6 | 0 | -13 | 3 | 13 | 12 | -5 | -8 | 16 | 1
Cc1ccccc1NC(=O)c1nn(C)c(C(=O)Nc2ccccc2C)c1[N+](=O)[O-] | -4 | -21 | 4 | -5 | -2 | 2 | -13 | 5 | -3 | 12 | -1
CC(=O)c1ccc(N2CCN(C(=O)Cc3cccs3)CC2)cc1 | -15 | -19 | 0 | 4 | -3 | -19 | -14 | 23 | -1 | -3 | -12
CCOC(=O)C1CCCCN1C(=O)CCc1c(C)nc2cc(-c3ccccc3)nn2c1C (stereo not drawn) | 21 | 70* | -3 | 9 | -2 | 18 | 0 | 69* | 17 | 52* | -7
O[C@H]1CN(Cc2cccs2)[C@@H](c2ccccc2)C[C@@H]1n1cc(-c2ccc(F)cc2)nn1 | 6 | -25 | -1 | 0 | 9 | 5 | -2 | -24 | 1 | 0 | -8
CCOc1nc(C)ccc1-c1noc(-c2ccncc2)n1 | -17 | -58 | -6 | -22 | -17 | 0 | -22 | 1 | 7 | -19 | -1
CC(C)[C@H](NC(=O)C1CCN(S(=O)(=O)c2ccc(F)cc2)CC1)C(=O)N1CCCC1 | 18 | -2 | -4 | 9 | 8 | -13 | 2 | 0 | 2 | -19 | 3
COc1ccc(NC(=O)CN(C)C(=O)c2cc(C)oc2C)cc1 | -10 | -11 | -9 | -7 | 10 | -17 | 4 | -2 | -5 | -4 | -11
COc1cccc(NC(=O)N2CCc3nc(Nc4ccc(C(C)C)cc4)ncc3C2)c1 | -31 | 37 | . | 71* | -22 | 29 | -39 | 75* | . | 35 | -8
COC1=CC(=O)CC(C)C12Oc1c(Cl)c(OC)cc(OC)c1C2=O (stereo not drawn) | 1 | 2 | -13 | 17 | 1 | 2 | -10 | 1 | -4 | -10 | 7
O=c1[nH]c(SCc2ccc(Cl)cc2)nc2c1CCC2 | -1 | 9 | 2 | -10 | -24 | 0 | -5 | -21 | 12 | -1 | 4
C=CCNC(=O)CSc1nc2cc(C(=O)OCC)ccc2n1CC | 12 | 4 | -13 | 7 | 15 | 7 | 12 | -24 | -6 | -9 | 8
O=C1OC(c2ccc(Br)cc2)=N/C1=C\c1ccco1 | 4 | 12 | . | -1 | -12 | -3 | 0 | -2 | -5 | 0 | -6
O=C(NCc1ccncc1)c1cnccn1 | 11 | 0 | 5 | 6 | -17 | -3 | 2 | -10 | 2 | 3 | 3
CCOc1c(Br)cc(C(=O)N2CCCN(C)CC2)cc1OC | -22 | -17 | -10 | 7 | -10 | -2 | -3 | 7 | -2 | -13 | -10
C[C@H](CO)N1C[C@H](C)[C@H](CN(C)S(=O)(=O)c2cccc(F)c2)Oc2ncc(-c3cccc(C(=O)N(C)C)c3)cc2C1=O | -25 | 10 | 2 | -3 | -18 | -10 | -1 | 1 | 7 | -9 | -3
COc1ccccc1N1CCN(C2CCCN(S(=O)(=O)c3ccccc3)C2)CC1 (stereo not drawn) | 1 | 2 | 7 | 4 | -4 | 15 | 12 | 1 | 4 | 16 | -2
CN1CCN(C(=O)C2CCC(=O)N(CCc3cccc(F)c3)C2)CC1 (stereo not drawn) | -10 | -1 | -6 | 2 | 1 | 10 | 10 | 9 | 9 | -13 | -3
Cn1c(CNc2nc(-c3ccccc3)cs2)nnc1SCC(=O)N1CCc2ccccc21 | 16 | -1 | -7 | -2 | -5 | -10 | -20 | 1 | 13 | -16 | -12
Oc1cccc(NC(=S)N=Nc2c(O)[nH]c3ccccc23)c1 | -16 | -11 | 5 | 2 | 2 | 1 | -17 | 36 | -6 | -9 | 6
CCc1ccc(OCC(=O)Nc2ccc(S(=O)(=O)Nc3ccccn3)cc2)cc1 | 14 | -14 | 1 | -6 | -2 | -6 | 5 | 18 | 2 | 8 | -22
COc1ccccc1CNC(=O)CN1CCN(Cc2ccc(Cl)cc2)C1=O | -10 | 4 | 0 | 0 | 5 | 2 | -2 | -3 | -10 | -33 | -2
CS(=O)(=O)N(CC(=O)Nc1ccccc1C(=O)N1CCOCC1)c1ccc(Cl)cc1 | 12 | -1 | 6 | -4 | 5 | -6 | -1 | 12 | 0 | -18 | 1
CCCN1CCN(C(=S)Nc2sc(CC)cc2C(=O)OC)CC1 | 5 | -4 | 6 | 22 | 4 | -3 | -2 | -2 | -15 | 1 | -1
COc1cc(OC)c2cc(C(=O)N/N=C/c3cccc(OC)c3O)[nH]c2c1 | 26 | 17 | -3 | -11 | 35 | 7 | 1 | 41 | -3 | 2 | 8
COc1ccc(CCNC(=O)Cc2cccs2)cc1 | 13 | -9 | -6 | -18 | 2 | -5 | -7 | -5 | -2 | -4 | 1
CC(=O)NCCn1c(SCc2ccc(C)cc2C)nc2ccccc2c1=O | 13 | 7 | 1 | 3 | 4 | -5 | 22 | 28 | 5 | 19 | 8
CCCCNC(=S)Nc1ccc([N+](=O)[O-])cc1 | 1 | -19 | 6 | 13 | -12 | 13 | -17 | -5 | ? | -3 | -3
Cc1cc(C)nc(SCC(=O)Nc2cc(C)on2)n1 | 10 | 7 | 3 | -4 | -40 | 15 | -15 | -4 | 5 | -7 | -6
CCCn1c(=O)c2c(C(F)(F)F)cc(-c3ccco3)nc2n(CCC)c1=O | 8 | 18 | 11 | -14 | 1 | -4 | 2 | -2 | -14 | 4 | -12
CC(=O)NCCNc1nc(NC(C)C)nc2ccsc12 | -9 | -9 | . | 4 | 7 | -2 | 31 | -7 | . | -13 | 2
CN(C)C(=S)c1ccccc1 | -4 | -26 | . | -2 | 9 | -4 | -1 | -2 | 5 | 4 | -6
CCOC(=O)N1CCN(C(=O)c2cn(C)c3ccc(S(=O)(=O)N4CCCC4)cc3c2=O)CC1 | 17 | -16 | 3 | 6 | -11 | 2 | -8 | 8 | 3 | -8 | 6
CN(C)S(=O)(=O)c1cccc(C(=O)OCC(=O)N2c3ccccc3NC(=O)C2(C)C)c1 | -2 | -12 | -4 | 9 | -2 | -19 | -1 | 20 | 0 | -10 | 2
CNC(=O)c1csc(-c2ccc(Cl)cc2)n1 | -15 | -26 | 12 | -64 | -27 | 6 | -24 | -39 | -11 | -26 | 1

The list is partial (hit frequency here may not be typical).
